Screening results: PubChem, National Center for Advancing Translational Sciences (NCATS)
MmCpn inh = blocks the Methanococcus maripaludis chaperonin Mm-Cpn. purified Mm-Cpn ATPase, ADP Transcreener TR-FRET. Potency, µM (series often up to 76.9 µM), for the others: top-dose activity, negative = inhibition, hits mostly inhibitors. hit rate 0.031% among 330,000. AID 504842; note: potency is the fitted concentration of half-maximal effect; % is set by controls: 0 for no effect and ±100 for the full control effect; nearly all actives have a fitted effect of over 80% in size
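Inhibition of chaperonin ATP hydrolysis is measured as reduced ADP production, detected by competitive TR-FRET in which signal falls with ADP. Final enzyme 25 nM and ATP 10 uM, reacted 30 min at 37°C.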
EPAC2 antagonist = EPAC2 (human) antagonism. AID 720708. Potency, µM (series often up to 114 µM), for inactives: at the highest dose activity, negative = inhibition, most hits filed as inhibitors. EPAC2 GEF exchange of Rap1B-BODIPY-GDP, fluorescence. Q8WZA2. hit rate 0.18% among 360,000; note: potency is the fitted concentration of half-maximal effect; % is set by controls: 0 for no effect and ±100 for the full control effect; nearly all actives have a fitted effect of over 45% in size; many of its hits are not listed in these tables
D3 antag = blocks the human D3 dopamine receptor; P35462; D3R cells, DiscoveRx beta-arrestin luminescence, antagonist mode; active compounds read low; max response, negative = inhibition, %; hit rate 2.5% among 360,000; in the data active = max response below about -50%; inconclusive = no clear call, values can overlap the other calls; note: % is set by controls: 0 for no effect and ±100 for the full control effect; mostly tested at two doses, the higher about 12 µM
Target sequence (P35462 whole entry, looked up): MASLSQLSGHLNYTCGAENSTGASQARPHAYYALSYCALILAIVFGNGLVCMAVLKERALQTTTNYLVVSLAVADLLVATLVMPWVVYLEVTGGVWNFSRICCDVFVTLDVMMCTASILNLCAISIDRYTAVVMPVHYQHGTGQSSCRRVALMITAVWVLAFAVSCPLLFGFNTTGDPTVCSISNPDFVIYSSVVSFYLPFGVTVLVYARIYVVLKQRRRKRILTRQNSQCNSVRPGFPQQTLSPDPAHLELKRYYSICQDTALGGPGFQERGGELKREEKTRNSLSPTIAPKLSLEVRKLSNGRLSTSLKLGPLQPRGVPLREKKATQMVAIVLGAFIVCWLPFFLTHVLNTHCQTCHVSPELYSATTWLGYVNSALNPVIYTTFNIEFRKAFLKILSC
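Cells plated overnight at 1500 cells/well, then exposed to library compounds with dopamine controls for 90 minutes at 37 degrees C. DiscoveRx reagent added for 30–60 minutes at room temperature; luminescence read, quantitative HTS format.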
CCT chaperon mod = cytosolic chaperonin activity modulation; purified chaperonin ATPase assay, HTRF ADP detection, 30 min; activity change, % (concentration not given with the values), hits read low; hit rate 0.3% among 360,000; AID 651819; in the data active = activity change below about -30%; note: % is set by controls: 0 for no effect and ±100 for the full control effect
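Nucleotide hydrolysis assay: TRiC at 20–40 nM final (set by batch activity) with 10 uM ATP, 30 min at 37 °C, in presence of 76 uM compound. Detection by competitive ADP HTRF, 30 min ambient.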
PTHR1 agonist = agonists of human PTHR1 parathyroid hormone receptor. AID 743266. Potency, µM (titrated, usually from 115 µM), for the others: top-dose activation, actives largely listed as activators. HEK293 GP2 PTHR1 cells, GloSensor cAMP luminescence, 1 h. Q03431. hit rate 0.075% among 410,000; note: potency is the fitted concentration of half-maximal effect; nearly all actives have a fitted effect of over 55% in size; some results filed as inactive show a strong effect at the top dose; inactives centre near -15; many of its hits are not listed in these tables
Target sequence (Q03431 whole entry, looked up): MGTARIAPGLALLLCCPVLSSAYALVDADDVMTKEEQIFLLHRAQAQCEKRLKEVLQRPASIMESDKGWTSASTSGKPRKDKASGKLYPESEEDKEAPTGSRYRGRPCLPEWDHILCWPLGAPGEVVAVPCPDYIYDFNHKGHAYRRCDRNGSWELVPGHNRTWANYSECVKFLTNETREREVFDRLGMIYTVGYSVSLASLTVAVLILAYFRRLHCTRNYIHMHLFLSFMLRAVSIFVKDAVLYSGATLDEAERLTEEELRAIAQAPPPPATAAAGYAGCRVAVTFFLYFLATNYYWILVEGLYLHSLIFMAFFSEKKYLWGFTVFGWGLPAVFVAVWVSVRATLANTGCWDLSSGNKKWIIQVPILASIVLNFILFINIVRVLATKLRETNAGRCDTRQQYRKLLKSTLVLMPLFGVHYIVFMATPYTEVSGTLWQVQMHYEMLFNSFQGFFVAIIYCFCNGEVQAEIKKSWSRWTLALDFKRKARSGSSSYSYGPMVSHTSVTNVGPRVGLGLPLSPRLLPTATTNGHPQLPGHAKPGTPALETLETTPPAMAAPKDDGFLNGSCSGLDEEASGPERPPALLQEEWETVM
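HEK-293-derived GP2 cells expressing PTHR1 and a GloSensor cAMP reporter, 3,000/well, plated overnight, given luciferin plus IBMX (each 0.5 mM as added) for 1 h at 37 °C, then compound for 1 h at 37 °C. Luminescence was read after 15 min at room temperature.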
EPAC2 agonist = EPAC2 (human) agonism; EPAC2 activation, biochemical qHTS; response scale: 100% = 6.5 mM cAMP response; Potency, µM (titrated, usually from 154 µM), inactives show at the highest dose activation, most hits filed as activators; hit rate 0.079% among 360,000; AID 720711; note: potency is the fitted concentration of half-maximal effect; nearly all actives have a fitted effect of over 50% in size
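Exchange assay: 100 nM EPAC2 with 250 nM Rap1B-BODIPY-GDP and 50 uM GDP. Fluorescence (ex 480/em 540 nm) read every 5 min for 30 min at room temperature. Data normalized to 6.5 mM cAMP as agonist control.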
DRD3 agonist = activates the human D3 dopamine receptor; hit rate 0.58% among 410,000; max activation, %; P35462; D3R DiscoveRx beta-arrestin cells, luminescence, 90 min; AID 652048; in the data active = max activation above about 30%; note: 0% is about no effect; mostly tested at two doses, the higher about 12 µM
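Cells at 1500/well, incubated overnight, then treated with pinned compounds (dopamine as control) for 90 min at 37 degrees C. DiscoveRx reagent added for 30 - 60 minutes at room temperature; luminescence read.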
pAkt inh = blocks phosphorylation of Akt. Neuro2A IGF-stimulated pAkt S473 HTRF, 20 min; active compounds read low. activity change, % for hits at 50 µM. hit rate 0.32% among 360,000; in the data active = activity change below about -80%; inconclusive = mostly about -51% to -80%; note: % is set by controls: 0 for no effect and ±100 for the full control effect
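Neuro2A cells in DMEM with 0.5% FBS, overnight at 37 deg C, given compound at single 50 µM final, then IGF (6 nM final) for 20 min at 37 deg C. Lysed; phospho-Akt Ser473 by HTRF after 24 h, 665/615 ratio.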
Starred values were filed as active, the others as inactive; i = inactive; ? = inconclusive; . = no result given; [ ] = dose if it differs, or a comment. Unless noted, calls come from the whole dose curve; as a rule, active = well fitted curve in the direction sought with a large enough effect; inconclusive = small, poorly fitted or top-dose-only effect, or another doubt; inactive = no such curve, though single readings can be large; an effect the other way counts as inactive or inconclusive. Not all compounds are listed; rates above refer to the full screens.

nr	compound	MmCpn inh	EPAC2 antagonist	D3 antag	CCT chaperon mod
1	CCc1ccc(/C=C2\Oc3ccc(C(=O)OC)cc3C2=O)cc1	3%	2%	2	0.2
2	Cn1c(=O)c(=O)n(C)c2cc(S(=O)(=O)N3CCN(C4CCCCC4)CC3)ccc21	1%	0%	17	-0.3
3	COC(=O)C1=C(C)NC(=O)NC1c1ccco1 (stereo not given)	3%	15%	1	-0.2
4	O=C(NCCNc1ccc([N+](=O)[O-])cc1C(F)(F)F)c1ccc(F)cc1	-1%	-14%	1	-1.3
5	COc1cc(C(F)(F)F)c(C(=O)N(C)c2ccc(Cl)cc2)cn1	0%	-19%	4	-0.8
6	O=C(CSc1ccccc1F)NC1CCS(=O)(=O)C1 (stereo not given)	2%	1%	25	2.5
7	Clc1ccccc1-c1ccc2nccn2c1	.	?	-15	0.5
8	COc1cccc(-c2ccc3nnc(SCC(=O)N4CCOCC4)n3n2)c1	-1%	-8%	-5	0.7
9	Cc1csc(NC(=O)C2CCCO2)n1 (stereo not given)	0%	0%	14	-1.9
10	CC(=O)c1c(C(C)=O)c(C)n(-c2cccc3cccnc23)c1C	2%	4%	1	0.9
11	COCCN(Cc1cc2cc(C)ccc2n2nnnc12)C(=S)Nc1ccc(C)cc1	-21%	-3%	-13	-2.5
12	COCCNC(=S)N1CCC(NC(=O)c2ccco2)CC1	0%	9%	-14	1.4
13	CCc1nnc(NC(=O)c2ccc(S(=O)(=O)N3CCN(Cc4ccccc4)CC3)cc2)s1	-2%	-2%	-10	-3.4
14	Nc1cc(OC(=O)c2cccs2)nn1S(=O)(=O)c1ccccc1	-2%	6%	-11	-0.3
15	Cc1ccccc1C(=O)c1cccn1CC(=O)NCc1ccc(F)cc1	0%	7%	13	0.7

nr	PTHR1 agonist	EPAC2 agonist	DRD3 agonist	pAkt inh
1	i	-1%	-3	i
2	i	3%	14	i
3	-4%	6%	-1	i
4	-41%	-7%	-4	i
5	-28%	-2%	-5	i
6	i	1%	6	i
7	-23%	-1%	-3	i
8	i	1%	-5	i
9	i	9%	16	i
10	-8%	3%	1	i
11	i	1%	-4	i
12	i	6%	-4	i
13	-22%	-2%	1	i
14	-8%[57.5 µM]	2%	1	i
15	i	-1%	6	i

New compounds follow
nr	compound	MmCpn inh	EPAC2 antagonist	D3 antag	CCT chaperon mod
16	Cc1cc(C)cc(N(C(=O)c2cc3ccccc3oc2=O)C2C=CS(=O)(=O)C2)c1 (stereo not given)	1%	?	10	2.0
17	O=C(N/C(=C\c1cccc([N+](=O)[O-])c1)C(=O)N(CCO)CCO)c1ccco1	2%	5%	2	1.0
18	Cc1cccc(NS(=O)(=O)c2cccc(C(=O)NCCCN3CCOCC3)c2)c1	2%	3%	0	0.2
19	CC(C)(C)C(c1nc2ccccc2[nH]1)n1c(-c2cc(Cl)cc(Cl)c2)nc2ccccc21 (stereo not given)	.	-19%	62	.
20	OCC[C@@H]1C[C@H](O)[C@@H](O)[C@@]2(OCCCc3cc(C(F)(F)F)ccc32)O1	.	1%	-11	-2.6
21	O=C(O)CSc1nc(-c2ccccc2)cc(=O)[nH]1	0%	12%	-16	0.5
22	CCCCNC(=O)C(=O)N/N=C/c1cccc(Br)c1	-5%	4%	-2	-2.0
23	CC(C)N(C(=O)Cn1cc(S(=O)(=O)CC(=O)NCc2ccc(F)cc2)c2ccccc21)C(C)C	1%	3%	-11	-2.5
24	CCCCOC(=O)c1ccc(Nc2ccc([N+](=O)[O-])cn2)cc1	0%	2%	9	0.5
25	CC(C)N(CC#CC(O)(c1ccccc1)c1ccccc1)C(C)C	-2%	6%	-24	0.2
26	O=c1cnnc(N/N=C/c2ccccn2)[nH]1	0%	5%	1	1.4
27	COc1ccc(-c2oc3c(c2C(=O)OCCCO)C(OCCO)CCC3)cc1 (stereo not given)	.	0%	-12	0.7
28	O=C(NCc1ccccn1)C(=O)NCC1OCCN1S(=O)(=O)c1ccc([N+](=O)[O-])cc1 (stereo not given)	-4%	0%	-17	0.6
29	COc1cccc(N2C(=O)N(c3ccccc3)C3CS(=O)(=O)CC32)c1 (stereo not given)	1%	6%	-18	0.9
30	O=C(Nc1ncc(Cc2ccc(Cl)cc2Cl)s1)c1ccc([N+](=O)[O-])cc1	2%	-17%	-19	0.0

nr	PTHR1 agonist	EPAC2 agonist	DRD3 agonist	pAkt inh
16	i	-2%	2	i
17	-17%	9%	2	i
18	-4%	5%	2	i
19	-24%	-1%	13	i
20	12%	-2%	4	i
21	-4%[57.5 µM]	-10%	3	i
22	-4%	0%	-4	i
23	-5%	3%	-2	i
24	i	2%	5	i
25	i	1%	-14	i
26	2%	-4%	-13	i
27	-11%	-1%	13	i
28	-19%	2%	-11	i
29	-7%[57.5 µM]	8%	10	.
30	-23%	13%	-11	i

In another format: entries from further up.
no. | molecule | MmCpn inh | EPAC2 antagonist | D3 antag | CCT chaperon mod | PTHR1 agonist | EPAC2 agonist | DRD3 agonist | pAkt inh
29 | COc1cccc(N2C(=O)N(c3ccccc3)C3CS(=O)(=O)CC32)c1 (stereo not given) | 1% | 6% | -18 | 0.9 | -7%[57.5 µM] | 8% | 10 | .
18 | Cc1cccc(NS(=O)(=O)c2cccc(C(=O)NCCCN3CCOCC3)c2)c1 | 2% | 3% | 0 | 0.2 | -4% | 5% | 2 | i
26 | O=c1cnnc(N/N=C/c2ccccn2)[nH]1 | 0% | 5% | 1 | 1.4 | 2% | -4% | -13 | i

Next results.
nr	compound	MmCpn inh	EPAC2 antagonist	D3 antag	CCT chaperon mod
31	CC(C)(C)OC(=O)N/N=C/c1cccc([N+](=O)[O-])c1	-3%	-4%	-21	-1.7
32	COC(=O)c1ccc2nc(NC(=O)CCS(=O)(=O)c3ccccc3)sc2c1	-2%	5%	13	1.2
33	Cc1cc(C)c(CN2CCN(CCCn3ccc(NC(=O)OCc4ccccc4)nc3=O)CC2)c(C)c1	.	-7%	18	-1.1
34	CC1Cc2ccccc2N1S(=O)(=O)c1cccc(C(=O)NCc2ccccn2)c1 (stereo not given)	1%	-6%	-3	-1.9
35	CCCCC(=O)N(C)c1c(C)nc2ccc(C(=O)Nc3cccc(OC)c3)cn12	.	13%	9	0.4
36	O=C(CN1CCSC1=NCc1ccccc1)c1ccc(Cl)c(Cl)c1	-3%	7%	?	0.0
37	CCN(C(=O)COC(=O)/C=C/c1cnc2ccccc2n1)c1ccccc1	0%	1%	-2	-0.6
38	CCCCOc1ccc(NC2=NC3(CCCCC3)N=C(N)N2)cc1	1%	-3%	-16	-2.4
39	O=C(C1CC1)N1CCN=C1SCc1ccc(Cl)cc1	2%	-6%	18	-0.3
40	O=C1C=CC(n2cc(F)c(=O)[nH]c2=O)O1 (stereo not given)	.	17%	7	-0.2
41	CC(C)n1ncc2c(C(=O)N3CCN(Cc4ccc(Cl)s4)CC3)cc(C3CC3)nc21	1%	-1%	1	-1.7
42	Cc1ccccc1CN(C)C(C)C(=O)Nc1ccccc1F (stereo not given)	-9%	?	-6	-1.7
43	CC1CCCC(C)N1CCCNC(=O)CN1C(=O)c2cccnc2Oc2ccc(Cl)cc21 (stereo not given)	2%	-1%	5	-2.2
44	COc1cc(O)c(C(CC(=O)N2CCOCC2)c2ccc3c(c2)OCO3)c(OC)c1 (stereo not given)	4%	-18%	0	-1.3
45	S=C1NCN(Cc2cccnc2)CN1	1%	-1%	-8	1.6

nr	PTHR1 agonist	EPAC2 agonist	DRD3 agonist	pAkt inh
31	-46%	0%	-5	i
32	-49%	-6%	-5	i
33	i	-3%	-9	i
34	i	11%	0	i
35	11%	6%	-22	.
36	i	24%	-10	i
37	-32%[inhibitor]	15%	3	i
38	i	11%	0	i
39	-13%	-5%	1	i
40	-31%[inhibitor]	-1%	0	i
41	-26%	5%	1	i
42	-33%	11%	-10	i
43	1%	13%	4	i
44	11%	15%	0	i
45	-17%	3%	-4	i

Next part.
nr	compound	MmCpn inh	EPAC2 antagonist	D3 antag	CCT chaperon mod
46	COc1ccccc1N1CCN(C(=O)Cn2nc(C(F)(F)F)c3c2CCC3)CC1	-1%	-8%	-13	-1.7
47	Cc1cc(N2CCN(C3CCCCC3)CC2)n2nc(C)nc2n1	-10%	-5%	-11	0.9
48	C[C@@H]1CN([C@@H](C)CO)C(=O)CCCn2nncc2CO[C@H]1CN(C)C(=O)Nc1ccc(F)cc1	.	-1%	-30	-2.4
49	CCc1ccc(Nc2nnc(SCC(=O)N(C)CC(=O)Nc3ccccc3CC)s2)cc1	0%	1%	-9	-3.9
50	Cc1cccc(NC2=C(Cl)C(=O)OC2OC(=O)c2ccco2)c1 (stereo not given)	1%	0%	-10	-0.9
51	CC(C)(C)c1ccc(O)c(N=Cc2cc(Br)ccc2O)c1	-2%	-11%	-9	-0.8
52	CC1CC(=O)Nc2ccccc2N1S(=O)(=O)c1ccc(Br)cc1 (stereo not given)	0%	6%	16	-0.1
53	CC(C)(C)NC(=O)NC(=O)COC(=O)c1cccc(S(=O)(=O)N2CCCCC2)c1	-1%	-9%	7	-0.1

nr	PTHR1 agonist	EPAC2 agonist	DRD3 agonist	pAkt inh
46	-8%[57.5 µM]	-15%	-3	i
47	-20%	8%	-4	i
48	-7%	12%	-6	i
49	-20%	-8%	2	i
50	-17%	-2%	1	i
51	-18%	21%	-2	i
52	i	2%	2	i
53	-43%[inhibitor]	-1%	-4	i
